CD40 NFkB inh = CD40 pathway inhibition in BL2 cells. BL2 NF-kB luciferase reporter, CD40L-induced, 4 h. hit rate 0.94% among 83,000. AID 1053188. inhibition, % at 10 µM;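 active means mean inhibition of at least 50% with a set share of replicates also reaching that level; inconclusive means no clear call, values can overlap the other calls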;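 further: 0% = neutral control wells and 100% = IKK inhibitor VII at 50 µM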
An asterisk follows results filed as active; u = inconclusive; & = joins results of further samples; [ ] = dose if it differs, or a comment. Only part of the results is shown; count on the stated rates, not on these rows.

SMILES | CD40 NFkB inh
Cc1cc2c(cc(C(=O)O)n2C)s1 | 7.3
COc1cc(CCC(=O)OCC(=O)NCc2ccccc2)cc(OC)c1OC | 15.1
Cc1ccc(CN2C(=O)C(F)(F)Oc3ccc(C)cc32)cc1 | 9.0
Cc1ccc(OCCC(=O)OCC(=O)N2CCN(S(=O)(=O)c3ccc(Cl)cc3)CC2)cc1 | 13.1
CCCS(=O)(=O)NC(=O)C1(C)CCCN(C(=O)COc2ccccc2)C1 (configuration not stated) | 8.7
COc1ccc(-c2c(C#N)c(N)nc3c2CCC3)cc1 | 7.7
CCC(=O)Nc1ccc2c(c1)OC[C@H](C)N(Cc1ccccc1)C[C@H](C)[C@@H](OC)CN(C)C2=O | 2.2[25 µM]
Cc1cc(C(=O)CCC(=O)N2CCN(S(=O)(=O)c3cccs3)CC2)c(C)s1 | 7.8
C[C@H]1CN([C@@H](C)CO)C(=O)CCCn2cc(nn2)CO[C@@H]1CN(C)S(=O)(=O)c1ccccc1 | -10.5
C[C@@H]1CN([C@H](C)CO)C(=O)c2cccc(NS(=O)(=O)c3ccccc3)c2O[C@@H]1CN(C)CC1CCCCC1 | -4.2
CCc1noc(C)c1C(=O)OCC(=O)N(CCOC)c1c(N)n(Cc2ccccc2)c(=O)[nH]c1=O | 0.2
CCCNC(=O)N1CC2(C1)CN(C(=O)c1ccccc1)[C@H](CO)c1[nH]c3cc(OC)ccc3c12 | 6.5[25 µM]
CCOCC(=O)Nc1ccccc1C(=O)O | -0.7
Cc1cc(C(=O)Nc2c(C)nn(Cc3ccc(Cl)cc3)c2C)no1 | 13.4
C[C@H](NC(=O)C[C@H]1C=C[C@@H](NS(=O)(=O)c2cccc(F)c2)[C@@H](CO)O1)c1ccccc1 | -0.7[25 µM]

Fetched by compound from the entries so far:
SMILES | CD40 NFkB inh
C[C@H](NC(=O)C[C@H]1C=C[C@@H](NS(=O)(=O)c2cccc(F)c2)[C@@H](CO)O1)c1ccccc1 | -0.7[25 µM]
Cc1ccc(OCCC(=O)OCC(=O)N2CCN(S(=O)(=O)c3ccc(Cl)cc3)CC2)cc1 | 13.1

(listing goes on)
SMILES | CD40 NFkB inh
COc1ccccc1NS(=O)(=O)c1cc(C(=O)NCc2ccncc2)ccc1C | 19.2
CN(C)C(=O)N(CCCN1CCOCC1)Cc1cccc2ccccc12 | 18.8
O=C(CN1CCN(C(=O)c2cncn2-c2ccccc2)CC1)Nc1ccccc1Cl | -9.1
CCN(CC(=O)Nc1ccc2c(c1)OCCO2)S(=O)(=O)c1ccccc1 | -27.2
Cc1ccc(C(=O)NCC(c2ccco2)N2CCc3ccccc32)cc1C (configuration not stated) | -14.0
COCCNC(C)C(=O)C12CC3CC(CC(C3)C1)C2 (configuration not stated) | 8.6
Cn1c2c(c3ccccc31)CCN1CCC[C@]21c1ccccc1 | 1.9
COc1ccc(Cn2c(N)c(C#N)c3nc4ccccc4nc32)cc1 | -0.1
CC(C)(C)NC(=O)CCCSc1nc2ccccc2s1 | -86.7
Cc1cc(NC(=O)C(C)SCC(=O)Nc2ccccc2N2CCCCC2)no1 (configuration not stated) | 0.7
CC(C)C(OC(=O)c1cccs1)C(=O)NCc1ccc2c(c1)OCO2 (configuration not stated) | 7.8
CCCNC(=O)N1CC2(C1)CN(S(C)(=O)=O)[C@H](CO)c1c2c2ccc(OC)cc2n1C | 2.6[25 µM]
COc1ccc(CCNC(=O)CCCC(=O)n2nc(C)c3ccccc32)cc1OC | -4.4
NC(=O)c1ccccc1OCC(=O)Nc1ccc2c(c1)OCCO2 | -31.8
O=C(NCc1cccnc1)c1cc(Sc2ccc(F)cc2F)nc2ccccc12 | 18.5
COc1ccc(C(=O)CCC(=O)NCCc2ccccc2F)cc1 | -7.9
C[C@@H]1CN([C@@H](C)CO)C(=O)c2c(c3ccccc3n2C)-c2ccccc2CO[C@H]1CN(C)Cc1cccc(F)c1 | 27.0
CCCC(=O)NC(C)c1nc2ccccc2n1CC (configuration not stated) | 4.6
CCOc1cc2c3c(c1)C1(OCCO1)C(=O)N3C(C)(C)CC2C (configuration not stated) | 3.1
CC1CCCCC1NS(=O)(=O)c1ccc2c(c1)CCC(=O)N2 (configuration not stated) | 3.2
CCc1cccc(CC)c1NC(=O)COC(=O)C1(C)CC1(Cl)Cl (configuration not stated) | 7.3
Cc1[nH]c2ccc(C(=O)NCc3ccccn3)cc2c1C | -66.0
COc1cc(OC)cc(C(=O)NC(C(=O)NCCc2ccccn2)C(C)C)c1 (configuration not stated) | 1.6
OC1CCC(Nc2ncnc3sccc23)CC1 (configuration not stated) | 12.2
CNc1oc(C)nc1S(=O)(=O)c1ccccc1 | 1.9
CC1CNC(=S)N(c2ccc(F)cc2)C1=O (configuration not stated) | 4.6
CC(C)NC(=O)N(C)C[C@H]1OCc2cnnn2CCCC(=O)N([C@@H](C)CO)C[C@@H]1C | -3.2
O=C(NCC(=O)N1CCCCC1)c1sc2ccccc2c1Cl | -51.0
Cc1csc(NC(=O)CCNS(=O)(=O)c2ccc3c(c2)c(=O)n(C)c(=O)n3C)n1 | 0.1
Cc1cc(NC(=O)c2ccc3c(c2)OCO3)ccc1NC(=O)c1ccccc1 | -2.0

Entries shown so far that contain two or more sulfur atoms (3):
SMILES | CD40 NFkB inh
Cc1cc(C(=O)CCC(=O)N2CCN(S(=O)(=O)c3cccs3)CC2)c(C)s1 | 7.8
CC(C)(C)NC(=O)CCCSc1nc2ccccc2s1 | -86.7
Cc1csc(NC(=O)CCNS(=O)(=O)c2ccc3c(c2)c(=O)n(C)c(=O)n3C)n1 | 0.1

More records
SMILES | CD40 NFkB inh
CC(=O)Nc1ccc(NC(=O)CSc2nnc3ccc(-c4cccnc4)nn23)cc1 | 0.9
CO[C@H]1CN(C)C(=O)c2ccc(NC(=O)C3CCC3)cc2OC[C@H](C)N(Cc2ccccn2)C[C@H]1C | -0.2[25 µM]
Cc1nsc2nc3c(F)c(F)c(F)c(F)c3cc12 | 1.4
COc1cc(/C=C/C(=O)O)cc(S(=O)(=O)NNC(=O)c2cc(C)oc2C)c1OC | -6.5
O=C(C[C@@H]1C=C[C@@H](NC(=O)c2ccncc2)[C@@H](CO)O1)NCC1CC1 | -13.2[25 µM]
O=C(COC(=O)COc1cccc2ccccc12)NCC(F)(F)F | 3.1
O=C(CC(CC(=O)c1ccccc1)c1ccco1)c1ccccc1 | 2.3
O=S1(=O)CCN(C2CC2)CC1 | 0.7
C[C@H]1CCCCO[C@@H](CN(C)C(=O)c2ccccc2)[C@@H](C)CN([C@@H](C)CO)C(=O)c2cc(NC(=O)Nc3ccc(F)cc3)ccc2O1 | 3.4
N#C[C@H]1[C@H](c2ccccc2-c2ccc(F)cc2)[C@H](CO)N1C(=O)Cc1ccncc1 | -13.9[25 µM]
CC(NC(=O)COC(=O)C1CCC1)c1ccccc1 (configuration not stated) | 4.3
Cc1noc(C)c1S(=O)(=O)N1CCCC(C(=O)Nc2cccnc2)C1 (configuration not stated) | 12.7
O=C(O/N=C1\CCCc2ccccc21)C1CC1 | 5.3
CC(=O)N1CCc2cc(Br)cc(S(=O)(=O)NCCN3CCCCC3C)c21 (configuration not stated) | -2.3
CCCCN(C(=O)/C=C/c1ccco1)c1c(N)n(CC(C)C)c(=O)[nH]c1=O | 8.3
C[C@@H]1CN([C@@H](C)CO)C(=O)c2ccccc2-c2ccccc2CO[C@@H]1CN(C)C(=O)Nc1cccc(F)c1 | -14.0
Cc1cccnc1NC1CCCCC1 | 4.0
Cn1c(=O)n(C)c2cc(S(=O)(=O)N3CCOCC3)ccc21 | 16.9
c1ccc(Cn2c(Nn3cnnc3)nc3ccccc32)cc1 | 9.3
N#CC(C(=O)OC1CCCCC1)c1nc2ccccc2nc1N1CCOCC1 (configuration not stated) | 11.0
C[C@H](CO)N1C[C@H](C)[C@@H](CN(C)S(=O)(=O)c2ccc(Cl)cc2)OCc2ccccc2-c2ccccc2C1=O | 7.7
O=C(Nc1ccccc1)c1cccc(N2CCCC2=O)c1 | -42.9
O=C(C1CCC(C(=O)N2CCCCC2)CC1)N1CCCCC1 (configuration not stated) | 4.2
N#Cc1nc(-c2ccc(F)cc2)oc1NCc1cccc2c1OCO2 | -2.8
CN1C(=O)c2cc(NS(=O)(=O)c3cccc(F)c3)ccc2OC[C@H]2O[C@H](CC(=O)NCCN3CCCCC3)CC[C@@H]21 | -18.3[25 µM]
O=C(NC1CCCCC1)C1CCC(=O)N(C2CC2)C1 (configuration not stated) | 3.3
COc1ccc(N2CCN(c3ncnc4c3nnn4Cc3ccccc3Cl)CC2)cc1 | 15.1
COc1cccc(NC(=O)N[C@@H]2CC[C@@H](CC(=O)N3CCN(C)CC3)O[C@H]2CO)c1 | -2.1[25 µM]
CCCCn1c(N)c(N(CCOC)C(=O)c2ccc(S(=O)(=O)N3CCC(C)CC3)cc2)c(=O)[nH]c1=O | 3.1
COC(=O)CCNC(=O)c1ccc2[nH]c(C)c(C)c2c1 | 3.9
O=C(c1ccc(-c2ccccc2)cc1)c1ccccc1C(=O)N1CCOCC1 | 1.8
Cc1ccc2c(c1)c1c3n2CCN(C(=O)C2CC2)C3CCC1 (configuration not stated) | -41.2
COc1ccccc1C#Cc1ccc([C@H]2[C@H](CO)N3CCCCN(CCC(F)(F)F)C[C@@H]23)cc1 | -14.2[25 µM]
COc1ccccc1NS(=O)(=O)c1ccc(/C=C/C(=O)N2CCN(C(C)=O)CC2)cc1 | -3.1
CS(=O)(=O)NCCSc1cc(C(F)(F)F)nc2ccccc12 | -0.2
COCCNC(=O)C[C@H]1C[C@H]2c3cc(NC(=O)CN(C)C)ccc3O[C@H]2[C@H](CO)O1 | 4.8[25 µM]
O=C(OCc1cccc2ccccc12)C1CC(=O)N(c2ccccc2)C1 (configuration not stated) | -0.9
COCC#Cc1ccc([C@@H]2[C@H]3CN(C(=O)C4CCCC4)CC(=O)N3[C@H]2CO)cc1 | 1.4
CC(C)C(=O)Nc1nnc(CCN2CCOCC2)s1 | 8.7
COCc1cc(N2CCOCC2)nc(SCc2ccc(Cl)cc2)n1 | 1.9
C[C@@H]1CN([C@@H](C)CO)C(=O)c2ccccc2-c2ccccc2CO[C@@H]1CN(C)C(=O)c1ccncc1 | -5.0
Cc1c(C)n2c(SCC(=O)N3CCCC3)nnc2[nH]c1=O | 3.9
O=C1c2cccc(OCC(=O)N3CCCc4ccccc43)c2CCN1Cc1ccccc1 | 8.1
CO[C@H]1CC[C@H]2CCOc3ccc(C#N)cc3C(=O)N(C)C[C@H](c3ccccc3)CC(=O)N(C)C[C@@H]1O2 | 4.4[25 µM]
CN(CC[C@@H](Oc1ccc(-c2ccccc2)cc1)c1ccc(F)cc1)CC(=O)O | -8.5[25 µM]
Cc1ccc(NC(=O)CN2C(=O)NC3(CCC(C)CC3)C2=O)c(Cl)c1 (configuration not stated) | 6.8
O=C(NCCNc1ccc(Cl)cc1[N+](=O)[O-])c1cccnc1 | 15.0
COc1ccccc1N1CCN(S(=O)(=O)c2cc(C)sc2C)CC1 | 20.8
COc1cccc(N2CCN(CC(=O)N3CCN(S(=O)(=O)c4ccc(Cl)cc4)CC3)CC2)c1 | -4.5
CN(CC(=O)NCc1ccccn1)S(=O)(=O)c1ccc(Cl)cc1 | -5.6
O=C1COc2ccc(C(=O)COC(=O)c3sc4ccccc4c3Cl)cc2N1 | 13.3
O=C(NCc1cccnc1)c1cccc2c1C(=O)N(C1CCCCC1)C2 | 4.4
C(=C\c1ccc(C2[C@H]3CNC[C@@H]2N3Cc2nccs2)cc1)/c1ccccc1 (some centres not stated) | -19.5&-5.7[25 µM]
COc1ccccc1NC(=O)N1C[C@H](O)COC[C@H]2O[C@H](CC(=O)N3CCC(Cc4ccccc4)CC3)CC[C@@H]21 | 10.4[25 µM]
COc1ccc(CC(=O)OCC(=O)NC(=O)Nc2ccccc2F)cc1 | 6.1
CO[C@@H]1CN(C)C(=O)c2ccc(NC(=O)C3CC3)cc2OC[C@@H](C)N(Cc2cccnc2)C[C@@H]1C | -3.8
O=C(COC(=O)C1CC2CCCC(C1)C2=O)Nc1nc(-c2ccc(F)c(F)c2)cs1 (configuration not stated) | -16.8
CC(C)CC#Cc1ccc([C@@H]2[C@H]3CN(S(=O)(=O)c4cccc(F)c4)CC(=O)N3[C@H]2CO)cc1 | 17.0[25 µM]
CCc1cnc(N2[C@H](C#N)[C@@H](c3ccccc3C3=CCCC3)[C@@H]2CO)s1 | u
CC(C)NC(=O)NC(=O)COC(=O)Cc1ccsc1 | -7.2

Individual results from the results shown.
Reading of CN(CC(=O)NCc1ccccn1)S(=O)(=O)c1ccc(Cl)cc1 under CD40 NFkB inh: -5.6
Reading of O=C(NCc1cccnc1)c1cccc2c1C(=O)N(C1CCCCC1)C2 under CD40 NFkB inh: 4.4

Back to the main list with the three entries that preceded the break.
SMILES | CD40 NFkB inh
CC(C)CC#Cc1ccc([C@@H]2[C@H]3CN(S(=O)(=O)c4cccc(F)c4)CC(=O)N3[C@H]2CO)cc1 | 17.0[25 µM]
CCc1cnc(N2[C@H](C#N)[C@@H](c3ccccc3C3=CCCC3)[C@@H]2CO)s1 | u
CC(C)NC(=O)NC(=O)COC(=O)Cc1ccsc1 | -7.2
C[C@@H]1CCCCO[C@@H](CN(C)S(=O)(=O)c2ccc(Cl)cc2)[C@@H](C)CN([C@H](C)CO)C(=O)c2cc(NC(=O)Nc3ccc(C(F)(F)F)cc3)ccc2O1 | -14.0[25 µM]
CCC(=O)c1c[nH]c(C(=O)NCCCn2ccnc2)c1 | 17.5
CCCC#Cc1cnc2c(c1)C(=O)N([C@@H](C)CO)C[C@H](C)[C@@H](CN(C)C(=O)Nc1cc(F)ccc1F)O2 | -2.4[25 µM]
O=C(c1cc2cc([N+](=O)[O-])ccc2s1)N1CCCCC1 | -36.5
CCN(CCCNC(=O)CNC(=O)Cn1cnc2ccccc2c1=O)c1cccc(C)c1 | -3.1
CO[C@@H]1CN(C)C(=O)c2cc(NC(=O)Nc3cccc(Cl)c3)ccc2OC[C@H](C)N(C(=O)Nc2c(C)noc2C)C[C@H]1C | 8.2[25 µM]
N#C[C@@H]1[C@H](c2ccc(-c3ccc(F)cc3)cc2)[C@H](CO)N1c1nc(-c2ccccc2)cs1 | -14.9
C[C@@H]1CN([C@H](C)CO)C(=O)c2cc(NC(=O)NC3CCCCC3)ccc2O[C@H]1CN(C)S(C)(=O)=O | -9.8[25 µM]
COC(=O)C[C@H]1CC[C@@H]2[C@@H](COc3ccc(NC(=O)c4ccc(C(F)(F)F)cc4)cc3C(=O)N2C)O1 | -9.0[25 µM]

Source: PubChem
